Compound activity as filed in PubChem.
M18AAP inhibitor: PfM18AAP inhibitors, malaria aminopeptidase, primary screen, biochemical, QFRET, recombinant enzyme; M18 aspartyl aminopeptidase (Plasmodium falciparum 3D7); H-Glu-NHMec fluorogenic cleavage; inhibition, % at 7.35 µM; 290,000 tested, 1.2% active; AID 1822, 2009;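 active = inhibition above the campaign mean inhibition over all tested compounds plus 3 SD, cut at about 28% in these data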;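 also: 0% = plate median of test compound wells and 100% = 2 mM ZnCl2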
IMP-1 inhibitor: IMP-1 metallo-beta-lactamase inhibitors, primary screen, biochemical, epi-absorbance readout, Pseudomonas aeruginosa enzyme; metallo-beta-lactamase IMP-1 (Pseudomonas aeruginosa); purified IMP-1, nitrocefin hydrolysis, epi-absorbance fluorescence; inhibition, % at 5.6 µM; 290,000 tested, 0.45% active;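 active = inhibition above the mean plus 3 SD of all compounds in the same screening run, cut at about 4.5% in these data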;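 also: 0% = IMP-1 with DMSO and 100% = DMSO wells lacking enzyme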
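assay system = purified recombinant IMP-1 metallo-beta-lactamase enzyme | schedule = 15 min preincubation plus 25 min reaction at 25 °C | signal = Epi-absorbance fluorescence, 480 nm excitation, 530 nm emission | read-out basis = percent inhibition from optical density relative to buffer-blank wells | controls = IMP-1 with DMSO as 0%, enzyme-free DMSO as 100%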
DNA FID counter: compounds displacing fluorescent DNA intercalator, primary screen, artefact control for HCV NS3 helicase inhibitor project, biochemical, FID fluorescence; DNA fluorescent intercalator displacement; inhibition, % at 7.9 µM; 290,000 tested, 0.17% active; AID 1845, 2009; in the data active = inhibition above about 37%;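 also: 0% = vehicle and 100% = reference compound; higher means more ethidium bromide displaced from hairpin DNA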
IDE cell activ: human IDE activators in live cells, primary screen, fluorescence polarization, HEK cells, FAbeta-B substrate | Insulin-degrading enzyme (Homo sapiens), P14735 | FAbeta-B cleavage; 0% vehicle, 100% cell-free pure enzyme wells | activation, % at 5.96 µM | 340,000 tested, 0.073% active | AID 493087, 2011;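 active = activation above the mean of all tested compounds plus 3 SD, set per screening campaign, cut at about 17% in these data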
NS3 helicase inh: inhibitors of HCV NS3 helicase, primary screen, biochemical, Cy5 molecular beacon fluorescence | NS3 helicase DNA unwinding | inhibition, % at 10.9 µM | 290,000 tested, 0.56% active | AID 1800, 2009;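 active = inhibition above the mean of all tested compounds plus 3 SD, set per campaign, cut at about 35% in these data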;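 also: 0% = DMSO wells and 100% = thioflavine S control wells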
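Control set: DMSO versus 110 µM thioflavine S; Material: NS3 helicase fragment of HCV; Measured by: Cy5 fluorescence at 0 and 60 min, beacon hairpin quenching; Read-out basis: percent inhibition from t60/t0 fluorescence ratio; Times: reaction time 60 min, 25 °C; Repeats: single replicate; Compound dosing: single dose, 10.9 µM nominal final, DMSO 0.8% final.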
IDE inh: human IDE inhibitors in live cells, primary screen, fluorescence polarization, HEK cells, FAbetaB substrate; Insulin-degrading enzyme (Homo sapiens), P14735; FAbetaB cleavage; inhibition, % at 5.59 µM; 320,000 tested, 0.41% active;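 active = percent inhibition above the average of all tested compounds plus 3 SD, set per screening campaign, cut at about 16% in these data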;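 also: IDE supplied by intact live HEK cells; FP after avidin binding of uncleaved biotin substrate so inhibition keeps polarization high; 0% = DMSO wells and 100% = 60 µM reference IDE inhibitor Ii1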
SUMO HTRF inh: inhibitors of in vitro SUMOylation cascade, primary screen, biochemical, HTRF, uHTS. HTRF SUMOylation assay, SAE1/SAE2 + UBC9. inhibition, % at 35 µM. 290,000 tested, 0.36% active. SUMO-conjugating enzyme UBC9 (Homo sapiens), P63279; in the data active = inhibition above about 50%, passing the limit was not always enough; also: strong numbers were not always called active
Target sequence (P63279 whole entry, looked up): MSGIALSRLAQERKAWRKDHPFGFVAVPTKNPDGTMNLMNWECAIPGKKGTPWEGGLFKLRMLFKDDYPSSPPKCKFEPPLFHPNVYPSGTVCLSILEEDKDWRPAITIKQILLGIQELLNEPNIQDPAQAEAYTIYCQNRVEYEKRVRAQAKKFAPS
VIM-2 inh: VIM-2 metallo-beta-lactamase inhibitors, primary screen, biochemical, epi-absorbance readout, Pseudomonas aeruginosa enzyme; purified VIM-2, nitrocefin hydrolysis, epi-absorbance fluorescence; inhibition, % at 5.6 µM; 290,000 tested, 0.89% active; AID 1527, 2009;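 active = inhibition above the mean of all tested compounds plus 3 SD, cutoff set per screening run, cut at about 7.5% in these data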;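 also: red hydrolysis product quenches plate fluorescence so inhibitors raise well fluorescence; 0% = enzyme with DMSO and 100% = DMSO without enzyme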
pCIP destab: p/CIP-EGFP fusion destabilizers, primary screen, fluorescence, F442A cells; AID 1984, 2009; decrease of EGFP signal, % at 10 µM; Q05BA5; 290,000 tested, 0.01% active; 16 h;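 active = EGFP signal decrease of at least 30% at 10 µM or well 3 SD below plate mean, unless failing retest; inactive = the rest, including hits failing retest or dose response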; also: some compounds called inactive have numbers as strong as hits; many of its hits are not listed in these tables
Active calls of the source: *; . = no result given.

compound	M18AAP inhibitor	IMP-1 inhibitor	DNA FID counter	IDE cell activ	NS3 helicase inh	IDE inh	SUMO HTRF inh	VIM-2 inh	pCIP destab
Cc1ccc(C)c(NC(=O)C2CCCN(c3cnccn3)C2)c1 (stereo unspecified)	-6	-0.9	-12	4	-10	1	5	0.3	-1
COc1cccc(NC(=O)C2CCCN2S(=O)(=O)c2ccc3c(c2)n(C)c(=O)c(=O)n3C)c1 (stereo unspecified)	2	0.0	-10	3	-2	6	-1	-1.4	6
COC(=O)C1CCN(c2cc(=O)n(-c3ccccc3Cl)c(=O)[nH]2)CC1	3	-2.2	-1	-3	-6	2	19	-0.9	0
O=C(O)c1ccccc1SCc1nc2ccccn2c1Br	4	-2.2	-15	-7	23	7	16	-1.7	-10
COc1ccc([N+](=O)[O-])cc1NC(=O)C(C)OC(=O)c1ccccc1C(=O)c1ccc(Cl)cc1 (stereo unspecified)	16	-2.1	4	1	1	2	-12	0.7	1
O=C(NCc1ccc(F)cc1)c1cccnc1	-5	-0.8	0	4	-2	2	-2	-1.1	-10
O=C(O)Cc1c(C(=O)O)nnn1-c1ccc(Cl)cc1Cl	1	-2.6	5	-2	-2	-1	8	-5.6	-3
C=CCOc1cccc(C2/C(=C(/O)c3ccc4c(c3)CC(C)O4)C(=O)C(=O)N2CCN2CCOCC2)c1 (stereo unspecified)	8	-4.1	-67	5	22	4	3	-1.7	-17
CCC1(C(=O)O)NC(c2cc(OC)ccc2O)C2C(=O)N(Cc3ccccc3)C(=O)C21 (stereo unspecified)	0	2.3	0	1	9	-2	0	-5.4	-8
O=C1CSC(c2ccc(F)cc2)N1c1c(F)cccc1F (stereo unspecified)	5	-2.1	-7	3	-23	1	-2	0.3	-3
O=C(NCCc1ccccc1)C(=O)NCC1OCCN1S(=O)(=O)c1cc(F)ccc1F (stereo unspecified)	-2	1.8	-32	6	5	-1	-5	-2.8	-6
Cc1ccc(NS(=O)(=O)c2ccc(OCC(=O)NCc3ccncc3)cc2)cc1	-2	-0.2	-7	-11	-6	14	-1	-0.2	-2
COc1ccc(N2C(=O)CC(n3c(CCCCO)nc4ccccc43)C2=O)cc1 (stereo unspecified)	-4	0.1	-8	4	7	2	-5	-1.3	-6
CC(C)CC(NC(=O)c1ccccc1NC(=O)c1ccccc1)C(=O)O (stereo unspecified)	-1	-0.6	-27	-1	2	-4	6	1.9	19
CCOC(=O)N1CCC(NC(=O)CCc2c(C)nc3ncnn3c2C)CC1	-5	-5.3	3	-3	13	0	-14	-3.0	-4
Cc1cc(C)n(CCCNC(=O)c2ccc3c(c2)NC(=O)CS3)n1	1	-2.8	-13	3	-6	0	5	-3.3	-7
CC(NC(=O)Cc1cccs1)c1ccccc1 (stereo unspecified)	-7	-0.2	1	2	-1	0	17	-0.4	-7
COc1cc(CC(=O)Nc2ccccc2N2CCOCC2)cc(OC)c1OC	1	-3.5	-1	2	-1	1	-13	-3.1	-6
Cc1cccc(-c2oc3ccccc3c2-c2ccc3c(c2)OCO3)c1	0	-2.1	-3	1	9	2	9	0.0	1
Cc1ccc(NC(=O)C(CC(C)C)NC(=O)C2CCC(C)CC2)nc1 (stereo unspecified)	11	-0.7	-12	2	-1	3	12	-0.3	-5
COc1ccc(-c2nnc(-c3ccc(OCC(C)C)cc3)o2)cc1	0	-2.9	-5	5	3	-1	-20	-2.9	2
O=C(Cc1cccs1)N1CCN(c2nc(-c3ccc(Cl)cc3)cs2)CC1	1	-2.1	-5	-12	-35	5	0	-2.1	-12
CC1(c2ccccc2)NC(=O)N(CC#N)C1=O (stereo unspecified)	2	-2.6	-2	2	3	2	18	-1.4	12
Cc1ccc(CNC(=O)CN(c2cccc([N+](=O)[O-])c2)S(C)(=O)=O)cc1	-8	-1.9	2	3	-3	5	12	-0.8	-2

Arranged by value in M18AAP inhibitor (largest number first): 3 of the compounds above
| structure | M18AAP inhibitor |
| --- | --- |
| COc1cc(CC(=O)Nc2ccccc2N2CCOCC2)cc(OC)c1OC | 1 |
| CC(C)CC(NC(=O)c1ccccc1NC(=O)c1ccccc1)C(=O)O (stereo unspecified) | -1 |
| CC(NC(=O)Cc1cccs1)c1ccccc1 (stereo unspecified) | -7 |

The listing continues:
compound	M18AAP inhibitor	IMP-1 inhibitor	DNA FID counter	IDE cell activ	NS3 helicase inh	IDE inh	SUMO HTRF inh	VIM-2 inh	pCIP destab
Cc1cccc(C)c1NC(=O)CCCSc1nnc(-c2ccco2)o1	5	-2.8	-17	2	-13	-6	.	-1.2	.
O=C(NC(=S)Nc1ccc2c(c1)OCCO2)c1ccccc1	6	-1.7	-10	5	10	3	-4	-2.3	-4
CN(C(=O)CSc1nc2ccccc2s1)c1c(N)n(Cc2ccccc2)c(=O)[nH]c1=O	-7	-4.7	-10	6	1	14	6	-1.1	4
COc1ccccc1Nc1nc(NCCO)c2ccccc2n1	7	-4.3	3	.	-1	.	26	-3.6	1
CC(C)c1cccc(C(C)C)c1NC(=O)COC(=O)C1=COCCO1	-8	-0.3	-4	5	-3	-6	11	-2.2	-3
CCCn1c(=O)c2ccccc2n2c(SCCOc3ccccc3F)nnc12	-11	-1.3	-14	-2	-5	4	7	1.6	2
CN(C)CCNC(=O)c1cc2cc(Br)ccc2oc1=O	3	-0.1	0	8	0	1	-9	-1.5	1
COc1ccc(Cc2nnc(NC(=O)c3ccc(OC)cc3OC)s2)cc1	-3	-0.6	-12	4	19	1	-1	-0.6	0
CS/C(=C\[N+](=O)[O-])Nc1ccc(C)cc1	6	-2.9	9	1	11	-2	0	-2.1	10
CC1(C)Cc2c(c(N3CCOCC3)nc3sc4c(N5CCOCC5)nnnc4c23)CS1	-3	-2.2	-1	.	7	5	12	0.5	-12
O=C(Nc1nc(N2C(=O)c3ccccc3C2=O)n(-c2ccccc2)n1)c1ccccc1	-1	-4.7	-2	3	4	-5	7	-1.2	0
O=C(Nc1ccc(Cl)cc1)c1cccc(NC2=NC3CS(=O)(=O)CC3S2)c1 (stereo unspecified)	0	0.1	-2	-2	-1	3	3	-2.6	-1
CN(C)C(CNS(=O)(=O)c1ccc2ccccc2c1)c1ccccc1 (stereo unspecified)	5	-3.7	7	-1	-10	5	20	-2.9	-6
CCOC(=O)c1ccc(NS(=O)(=O)c2cc(-c3nnnn3C(C)C)ccc2OC)cc1	3	1.7	-22	1	-18	2	19	-1.5	-7
CCOc1ccc(-c2nnn(CC(=O)N3CCN(c4ccc(OC)cc4)CC3)n2)cc1OCC	-3	-2.2	-17	-1	6	2	6	-2.2	-8
CCC(=O)N1C(C(=O)NCc2ccc(OC)cc2)CSC1c1ccc(OC)cc1 (stereo unspecified)	-7	-4.3	-22	6	-4	-3	4	-0.3	-10
O=C(CCc1nnc(-c2ccc(-c3ccccc3)cc2)o1)N1CCCCC1	1	-1.6	-4	-9	5	-3	-2	-1.7	-17
OCC[C@@H]1C[C@H](O)[C@@H](O)[C@@]2(Cc3ccccc3CO2)O1	-4	0.2	-3	4	-10	-1	9	0.7	-6
C=CCn1c(COc2cccc3cccnc23)nnc1SCC(=O)O	5	0.2	-6	3	-5	0	-10	-0.6	8
Cc1cc(C)nc(Nc2nc3ccccc3[nH]2)n1	-9	-9.9	-2	2	1	1	-15	-2.7	0
S=c1[nH]nc(Cc2ccccc2)n1-c1cccc2ccccc12	5	-2.3	-11	-5	0	5	-2	-2.0	-18
O=Cc1ccc(C(=O)OCC(=O)Nc2ccc(F)cc2F)cc1	-9	-1.0	0	5	10	-6	23	-2.2	-12
CCOC(=O)C1=C(C)NC(=O)NC1c1ccc(Br)s1 (stereo unspecified)	-9	-4.0	-11	-8	5	3	19	-1.9	-5
Cc1oc(-c2ccc(Cl)cc2)nc1CN1CCCC(C(=O)N2CCOCC2)C1 (stereo unspecified)	5	0.7	1	-1	4	6	4	-1.9	-3
COc1ccc(C(=O)/C=C/c2ccccc2OC)c(OC(=O)c2ccc([N+](=O)[O-])cc2)c1	3	-0.9	0	4	-17	4	.	1.0	.
O=C(CN1C(=O)C(c2ccc(F)cc2)=NC12CCCC2)Nc1ccc(F)cc1	5	-2.6	-3	5	2	3	-18	-0.8	-3
O=C(N/N=C/c1cccc(OC(=O)c2cccc(Br)c2)c1)c1ccncc1	-3	-3.0	-31	10	1	0	5	-1.8	-2
O=C1C(=O)N(Cc2cccnc2)C(c2cccc(Br)c2)/C1=C(/O)c1ccc2c(c1)OCO2 (stereo unspecified)	26	-2.0	-68	7	21	7	12	-1.9	-18
O=C(NC1CCN(Cc2ccccc2)CC1)C1CCN(S(=O)(=O)c2ccccc2)CC1	0	-0.7	1	3	-6	1	6	0.9	-26
Cc1ccccc1CS(=O)(=O)Cc1ccc(C(=O)NCCCN2CCCC2=O)o1	3	-2.7	-6	1	-2	7	-6	0.4	2
CSc1nnnn1-c1cccc(O)c1	-5	-1.7	5	7	1	-3	5	-3.0	-16
O=C(NC1CCCC1)c1cc(-c2ccc(Cl)cc2)on1	-4	-2.2	-16	-1	1	-2	25	-3.3	-2
Cc1cc(C)c(C#N)c(SCC(=O)Nc2nonc2N)n1	12	-3.2	-15	-3	4	3	12	-0.8	-3
c1ccc(-n2cnc3cc(NCc4ccncc4)ccc32)cc1	3	-2.0	-10	0	3	3	-7	-1.0	-2
Cc1ccc(C(=O)Nc2cccnc2Cl)cc1Cl	-3	-1.7	-1	6	-20	1	-2	-1.2	-6
Cc1cc(C)cc(OCC(O)CN2C(=O)NC(C)(C)C2=O)c1 (stereo unspecified)	-8	-3.1	-4	0	0	3	1	-0.8	-2
O=C1CC(N2CCN(C/C=C/c3ccccc3)CC2)C(=O)N1CCc1ccccc1 (stereo unspecified)	3	-0.5	8	4	-15	-1	3	-0.5	-1
CC(=O)N1CCN(c2ccc([N+](=O)[O-])cc2)CC1	-2	-4.2	12	5	8	2	-5	-3.1	3
CCCNC(=O)CSc1nnc(-c2ccccc2Br)n1-c1cccc(C(F)(F)F)c1	-1	1.7	-32	5	-1	1	-14	-0.1	-3
COC(=O)C1(C)NC(c2ccc(OC)cc2)C2C(=O)N(c3ccccc3)C(=O)C21 (stereo unspecified)	1	-3.0	-5	3	-6	-3	22	-2.8	2
c1ccc(Nc2nc3ccccc3n3cnnc23)cc1	5	-3.1	-1	-5	-3	-2	-33	-1.4	-16
